# CAL PDZ FP-1: untagged CAL PDZ binding inhibitors, primary screen, biochemical, fluorescence polarization, HTS | inhibition, % at 24.9 µM | AID 602252, 2012 | 300,000 tested, 0.92% active | purified CAL PDZ, TMR-peptide fluorescence polarization, 1 h;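 active means mean inhibition of at least 30% with at least half of replicates also reaching 30%; inconclusive means no clear call, values can overlap the other calls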;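 further: 0% = DMSO neutral control and 100% = excess unlabeled competitor peptide PRC23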
# Rtt109 Vps75: inhibitors of C. albicans Rtt109/Vps75 HAT, primary screen, biochemical, ThioGlo CoA-SH fluorescence, plate reader; Histone acetyltransferase RTT109 (Candida albicans (strain SC5314 / ATCC MYA-2876)), …; purified Rtt109/Vps75, 4 h; inhibition, % at 34.9 µM; 330,000 tested, 0.16% active; AID 540336, 2011;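 active means inhibition of at least 50% in every replicate; inconclusive means best replicate reaches 50% inhibition but some replicates fall short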
# dFosB activator: activators of delta FosB homodimer, primary screen, biochemical, fluorescence polarization, TAMRA-CDK5 oligo, single point. Protein FosB (Mus musculus), P13346. purified delta FosB; percent of positive-control signal above neutral wells. activation, % at 25 µM. 340,000 tested, 0.99% active;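 active means mean activation above about 17%, with every replicate also reaching it, limit read from the data, passing the limit was not always enough; inconclusive means only one of the two conditions met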;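 further: fluorescence polarization rise as delta FosB binds a TAMRA Cdk5 AP-1 oligo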
# Target sequence (P13346 whole entry, looked up): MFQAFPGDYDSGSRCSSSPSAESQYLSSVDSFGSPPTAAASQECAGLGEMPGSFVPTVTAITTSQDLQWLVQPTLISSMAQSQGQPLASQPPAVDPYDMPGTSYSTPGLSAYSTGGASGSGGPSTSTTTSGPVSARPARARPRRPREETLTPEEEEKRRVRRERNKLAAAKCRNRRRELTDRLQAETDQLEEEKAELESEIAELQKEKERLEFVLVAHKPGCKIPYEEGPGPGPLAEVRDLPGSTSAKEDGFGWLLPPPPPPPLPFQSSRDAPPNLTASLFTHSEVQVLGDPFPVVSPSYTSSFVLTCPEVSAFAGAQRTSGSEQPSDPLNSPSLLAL
# NSD2 HMT inh: NSD2 histone methyltransferase inhibitors, primary screen, biochemical, AlphaScreen, single concentration, set 2. NSD2 peptide methylation, 120 min. inhibition, % at 12.5 µM. 310,000 tested, 0.54% active. AID 743445, 2014; in the data active means inhibition above about 50%
# SR-BI DiI-HDL act: activators of SR-BI mediated DiI-HDL uptake, primary screen, ldlA[mSR-BI] CHO cells, DiI fluorescence; AID 504775, 2011; 3 h; 100 = double the neutral-control signal; 320,000 tested, 0.096% active; activation, % at 12.5 µM;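 active means mean replicate activation of at least 60% and every replicate at or above 60%; inconclusive means mean or all-replicate condition met, but not both; inactive means mean below 60% and not all replicates reaching 60%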;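 further: 0% = median plate neutral-control signal and 100% = twice that signal; values of inactives mirror those of a sister screen read the other way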
#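 Material – SR-BI-overexpressing, LDLR-lacking CHO cells · Medium – BSA-supplemented, HEPES-buffered Ham's F12, pH 7.4 · Doses – single concentration · Times – compound with DiI-HDL co-incubation, 3 h at 37 °C · Measured by – bottom-read fluorescence, 550/595 nm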
# SR-BI DiI inh: inhibitors of SR-BI mediated HDL lipid uptake, primary screen, ldlA[mSR-BI] cells, fluorescence, single point; AID 488896, 2010; Scavenger receptor class B member 1 (Mus musculus), Q61009; inhibition, % at 12.5 µM; 320,000 tested, 0.96% active; ldlA[mSR-BI] CHO cells, DiI-HDL uptake fluorescence, 3 h;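 active means mean replicate inhibition of at least 70% and a set share of replicates each scoring 70 or more; inconclusive means meets just one of the two criteria; inactive means fails both criteria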;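 further: 0% = median of neutral control wells and 100% = median of positive control wells; values of inactives mirror those of a sister screen read the other way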
# Target sequence (Q61009 whole entry, looked up): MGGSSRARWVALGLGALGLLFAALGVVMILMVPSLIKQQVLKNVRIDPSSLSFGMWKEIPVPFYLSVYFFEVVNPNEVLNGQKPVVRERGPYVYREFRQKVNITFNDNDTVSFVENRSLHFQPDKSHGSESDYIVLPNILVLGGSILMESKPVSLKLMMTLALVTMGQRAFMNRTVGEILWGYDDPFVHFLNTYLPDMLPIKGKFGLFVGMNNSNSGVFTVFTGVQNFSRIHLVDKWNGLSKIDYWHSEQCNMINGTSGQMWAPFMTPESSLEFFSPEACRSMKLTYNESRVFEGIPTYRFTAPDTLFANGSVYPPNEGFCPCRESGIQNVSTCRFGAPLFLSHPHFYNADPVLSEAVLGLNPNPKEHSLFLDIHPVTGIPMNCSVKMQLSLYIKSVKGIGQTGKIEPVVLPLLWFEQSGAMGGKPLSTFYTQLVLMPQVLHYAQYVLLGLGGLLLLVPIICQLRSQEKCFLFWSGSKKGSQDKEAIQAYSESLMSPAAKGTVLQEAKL
# PvdQ acylase: P. aeruginosa PvdQ acylase inhibitors, primary screen, biochemical, fluorescence, plate reader and imaging, single point; purified PvdQ acylase; inhibition, % at 10 µM; 340,000 tested, 0.063% active; AID 488965, 2010; in the data active means inhibition above about 30%, passing the limit was not always enough; inconclusive means no clear call, values can overlap the other calls;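 further: 0% = vehicle neutral wells and 100% = reference inhibitor wells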
# CAL PDZ FP-2: CAL PDZ peptide-binding inhibitors, primary screen, biochemical, fluorescence polarization, Cer-tagged CAL PDZ, HTS; 330,000 tested, 0.02% active; purified CAL PDZ, TMR-peptide fluorescence polarization, 1 h; inhibition, % at 20 µM; AID 504414, 2011; Golgi-associated PDZ and coiled-coil motif-containing protein (Homo sapiens), Q9HD26;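 active means highest replicate inhibition of at least 40%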;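 further: plate controls were DMSO neutral control wells for no effect and unlabeled competitor peptide control wells for full effect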
#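 System: tagged CAL PDZ domain. Schedule: 1 h room-temperature incubation prior to read. Signal: fluorescence polarization (mP). Measure: percent inhibition from loss of millipolarization.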
# PfHsp90 yeast 2: growth inhibition of PfHsp90-expressing yeast, primary screen, antimalarial PfHsp90 inhibitor project, S. cerevisiae, BacTiter-Glo luminescence, single point, set 2. BacTiter-Glo ATP, 48 h; yeast lacking PDR1 and PDR3 efflux regulators. inhibition, % at 9.4 µM. 310,000 tested, 0.32% active;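 active means every replicate shows inhibition above about 80%, whatever the replicate mean, limit read from the data; inconclusive means mean inhibition reaches the set limit but some replicate falls short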;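 further: 0% = DMSO neutral controls and 100% = 20 µM radicicol positive controls; yeast relying on Plasmodium falciparum Hsp90 in place of its own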
# MITF act: activators of MITF-driven TRPM1 promoter reporter, primary screen, cell-based, SK-MEL-5, luciferase, single point; SK-MEL-5 TRPM1-promoter luciferase, 24 h; % of positive control, neutral wells = 0; activation, % at 12.5 µM; 300,000 tested, 0.75% active;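 active means mean activation of at least 80% with every replicate also reaching 80%; inconclusive means mean reaches 80% but some replicate falls short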;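 further: 0% = neutral control wells and 100% = parthenolide positive control wells; values of inactives mirror those of a sister screen read the other way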
# * = called active by the depositor; ? = inconclusive; . = not tested or not shown.
SMILES,CAL PDZ FP-1,Rtt109 Vps75,dFosB activator,NSD2 HMT inh,SR-BI DiI-HDL act,SR-BI DiI inh,PvdQ acylase,CAL PDZ FP-2,PfHsp90 yeast 2,MITF act
O=C1Nc2ccc(C(=O)O)c(O)c2C1=O,-2,2,-7,4,-9,9,-7,-0.5,.,5
CCOC(=O)Cn1c(=O)oc2cc(S(=O)(=O)N(CCN(C)C)Cc3ccccc3)ccc21,-2,-2,-8,1,20,-20,-8,-0.3,20,5
Cc1nc2c(C(=O)NCCC3=CCCCC3)c[nH]n2c(=O)c1Cl,-1,-8,-2,3,-4,4,-4,-1.2,-13,-3
O=C(CNC(=O)c1cccs1)OCc1ccc(Cl)cc1,.,5,2,.,.,.,-10,-0.8,-16,6
O=C1N(c2ccccc2)C(c2ccc(Cl)cc2)N2CCCN12 (configuration not stated),-5,2,-2,-2,31,-31,-8,-1.4,9,9
Cc1ccc2[nH]cc(CCNC(=O)c3ccco3)c2c1,0,-3,-5,9,-4,4,-9,-1.0,2,-9
COc1ccc(-c2[nH]ncc2CN2CCCN(c3ccccc3)CC2)c(F)c1,-1,2,-8,.,3,-3,-7,-1.0,29,-4
CC(C)n1c(SCCCc2ccccc2)nc2c1c(=O)[nH]c(=O)n2C,1,-2,-4,.,19,-19,-14,-1.0,-52,31
CCCCc1cc(=O)oc2c3c(cc(OCC(=O)NCCCO)c12)OC(C)(C)CC3,-3,0,-19,-2,-39,39,-9,1.4,-10,-12
C/C(=N\NC(=O)c1c(C)nc2ccccn12)c1ccco1,-3,-3,7,0,-5,5,-7,-1.0,-5,18
Cc1ccc2[nH]c3c(c2c1)CCCC3=O,8,-11,4,-1,-7,7,8,-2.5,-3,-48
CCC(=O)Nc1ccc(NC(=O)CSc2nnnn2C2CCCC2)cc1C,0,1,-6,.,-2,2,-9,-1.0,13,6
CCC(=O)NC(NCC1CCCO1)C(Cl)(Cl)Cl (configuration not stated),-2,23,-10,-2,.,3,-10,1.3,-13,0
CCc1nc(SCC(=O)c2ccc3c(c2)OCCO3)c2ccccc2n1,-1,7,-7,-1,-47,47,-8,-2.7,23,2
Cc1cc(SCC(=O)OCC(=O)N(C)c2ccccc2)nc2ccccc12,-5,-7,2,-5,-5,5,0,-3.0,23,-3
COc1ccc(Cl)cc1NC(=O)Nc1cn(C)nc1C,4,-6,2,-1,-18,18,-1,-1.1,-43,.
COc1ccc(C2CC(=O)C(C=NCCN3CCN(C(=S)Nc4ccccc4)CC3)=C(O)C2)cc1OC (configuration not stated),-1,2,-14,0,-18,18,-3,-0.4,5,7
Cc1ccccc1NC(=O)C1C2C=CC(C3CC23)C1C(=O)O (configuration not stated),0,17,1,-9,18,-18,-5,-0.9,-6,-2
COc1ccc(NC(=S)N(CCCN2CCCCCC2)Cc2cccs2)cc1,.,-16,-7,-1,2,-2,-4,-0.8,11,6
COc1cccc(OC)c1C(=O)NC(=O)Nc1c(F)c(F)c(F)c(F)c1F,-8,2,-3,.,-44,44,-14,-0.3,-11,8
COc1ccc(CCNC(=O)C(=O)NCC2OCCN2S(=O)(=O)c2ccc(OC)cc2)cc1 (configuration not stated),.,-11,5,.,-1,1,-4,0.1,-9,.
COc1cccc2c1O/C(=N\O)C(C(=O)Nc1cccc(C)c1C)C2 (configuration not stated),7,-3,-2,-4,-4,4,-9,0.6,13,3
CCC1CCCCN1C(=S)NC(=O)c1cccc([N+](=O)[O-])c1 (configuration not stated),-4,-2,-1,-1,5,-5,-1,-0.7,-5,-3
CCOC(=O)C1CCCN(CC(=O)c2ccc(F)cc2)C1 (configuration not stated),-1,4,-9,1,-1,1,-14,-1.4,-10,6
CC(Sc1nc(-c2ccccc2)cc(C(F)(F)F)n1)C(=O)NCCN1CCOCC1 (configuration not stated),-2,7,-6,2,-73,73*,-12,0.2,38,1
# Additional results follow.
SMILES,CAL PDZ FP-1,Rtt109 Vps75,dFosB activator,NSD2 HMT inh,SR-BI DiI-HDL act,SR-BI DiI inh,PvdQ acylase,CAL PDZ FP-2,PfHsp90 yeast 2,MITF act
CCc1nc2ccccc2[nH]c1=O,-3,3,-4,-1,.,.,-8,-2.4,3,3
Cc1ccc(-c2nc(=S)c3c(n2Cc2cccnc2)CC(C)(C)OC3)cc1,.,-4,-2,-2,-13,13,-9,-0.6,7,.
c1ccc(-n2nnnc2NC2CCCCCC2)cc1,-2,.,-2,-4,4,-4,-10,-2.8,-14,-14
C/C(=C\C(=O)c1ccc(F)cc1)NCc1ccc2c(c1)OCO2,-2,12,-4,-2,3,-3,2,-1.0,-19,11
CCN(CC(=O)NCc1cccs1)C(=O)c1ccc(S(=O)(=O)Nc2ccccc2)cc1,-4,-2,-10,-2,22,-22,-14,1.1,-5,-10
COc1ccc(S(=O)(=O)N(C)C)cc1NC(=O)COC(=O)c1nc2nccc(C)n2n1,15,0,-4,36,.,.,-10,-0.2,20,-2
O=C(Cn1c(NCCCO)nc2ccccc21)c1ccco1,1,3,-14,5,14,-14,-2,-0.9,-1,-3
N#Cc1cn(-c2ccccc2)nc1-c1cc2ccccc2oc1=O,14,-12,-7,-3,-20,20,-23,-2.9,-15,41
COc1cc(NC(=O)c2ccccc2)c(OC)cc1NC(=O)CN1C(=O)NC2(CCCCC2)C1=O,-4,8,-14,7,-77,77*,-8,1.1,40,-22
Cc1cccc(NC(=O)CSCC(=O)N(C)CCOc2ccc(Cl)cc2)c1,-2,2,-5,4,-12,12,-10,-0.7,.,5
Cc1cc(S(=O)(=O)NC2CCCCC2)ccc1OCC(=O)NCc1cccnc1,-1,-1,-6,-1,-12,12,3,-1.2,11,-2
CC12CN3CC(C)(CN(C1)C3c1ccc3c(c1)OCO3)C2=O (configuration not stated),-1,-8,0,15,2,-2,-11,-2.5,26,13
O=C(NC1(C(F)(F)F)NC(=O)N(Cc2ccco2)C1=O)c1cccs1 (configuration not stated),.,-4,9,0,30,-30,-7,-1.1,.,-5
Oc1ccc(Cl)cc1C=Nc1ccccc1Br,-3,-6,4,-1,14,-14,-7,-1.0,-2,4
O=C(Nc1ccccc1-c1nc2ccccc2s1)c1cccnc1Cl,-3,-4,-13,14,-47,47,3,0.2,-4,-5
Cc1cccc(C)c1NC(=O)/C(C#N)=C/c1ccsc1,-2,-6,4,0,-10,10,-7,-0.4,16,16
COc1ccccc1C1CCN(Cc2ccc(Cl)cc2Cl)CC1,.,2,2,-1,-2,2,-18,-2.1,-8,11
Clc1cnc(N/N=C/c2cccs2)c(Cl)c1,1,9,7,-1,-40,40,4,0.4,4,?
Cc1ccc(-c2nc3ccccc3o2)cc1NC(=O)Cc1cccs1,-1,-9,3,.,20,-20,-11,0.1,-13,3
Cc1cc(C(F)F)n2nc(C(=O)Nc3ccc(F)cc3F)nc2n1,3,-11,-1,2,-4,4,-6,-0.5,10,3
O=C(COc1ccccc1C(=O)N/N=C\c1ccc(O)c(O)c1)N/N=C/c1ccc(O)c(O)c1,-4,11,8,.,21,-21,7,-0.9,-16,1
Cc1ccc(C2C(C#N)=C(N)OC3=C2C(=O)CCC3)s1 (configuration not stated),-1,0,-1,-3,5,-5,-20,0.1,18,-9
O=C(Nc1ccccc1)n1cc(-c2ccccn2)c(N2CCOCC2)n1,1,.,9,0,-6,6,-8,-3.6,19,-1
O=C(N/N=C/c1ccc(OCc2ccccc2)cc1)c1cccs1,2,-5,-7,-1,-17,17,20,-1.3,5,55
O=C(COC(=O)c1n[nH]c(=O)c2ccccc12)NCc1ccccc1,2,-25,9,0,2,-2,-14,-0.5,-17,-6
# Next entries follow.
SMILES,CAL PDZ FP-1,Rtt109 Vps75,dFosB activator,NSD2 HMT inh,SR-BI DiI-HDL act,SR-BI DiI inh,PvdQ acylase,CAL PDZ FP-2,PfHsp90 yeast 2,MITF act
CC/C(C)=C1\SC(N2CCOCC2)=NC1=O,.,3,2,0,3,-3,1,-0.2,31,-3
CC(C)CNS(=O)(=O)c1ccc(S(=O)(=O)N2CCN(C3CCCC3)CC2)cc1,1,2,-8,-2,9,-9,-14,-2.0,5,-9
COc1ccc(CC(=O)N2CCC3(CC2)NCCc2[nH]cnc23)cc1,-1,-4,-4,4,-4,4,-10,0.3,-31,1
COCCNC(=O)CSc1nc(-c2ccccc2)cs1,.,-12,3,-5,-8,8,0,-0.5,1,51
CN(Cc1ccccc1)C(=O)c1cnc2n(c1=O)CCS2,0,-17,1,0,3,-3,-6,-0.8,13,6
COc1ccc(CNCc2cccn2C)cc1,3,22,-7,3,5,-5,-6,-0.8,-13,.
C=CCN(CC=C)CC(=O)Nc1ccc(S(N)(=O)=O)cc1,-1,1,-8,-1,14,-14,-13,0.4,.,-8
CCOC(=O)/C=C1\SCC(=O)N1CCOc1cccc(Br)c1,-7,4,-10,1,-4,4,-9,-2.8,16,7
O=C(N/N=C\c1cc(Br)c(Br)o1)c1cncc(Br)c1,-5,-8,-9,-2,9,-9,-4,-1.5,1,5
CC(C)Cn1c(N)c(C(=O)COC(=O)c2ccc(Br)cc2)c(=O)n(C)c1=O,.,-3,-4,-2,-10,10,-4,-0.1,-24,-1
O=C(CNCc1ccc(F)cc1)Nc1ccccc1[N+](=O)[O-],-10,-1,9,5,11,-11,-11,0.2,12,-10
CCc1n[nH]c2c1C(=O)CC(C)(C)C2,-3,6,-5,-1,6,-6,-14,0.6,9,-5
CN(N)C(=S)Nc1ccc(F)cc1,-2,-3,-7,3,8,-8,-1,-0.8,-2,-5
C=CCOC(=O)CCC(=O)Nc1cccc2ccccc12,0,-10,2,29,20,-20,-3,-0.2,-37,.
